TCR CD3 inh: inhibitors of human TCR-CD3 interaction, primary screen, biochemical, fluorescence, TAMRA-labeled TCR probe; 360,000 tested, 0.37% active; inhibition, % at 9.4 µM; T-cell receptor (TCR); in the data active = inhibition above about 19%;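 also: recombinant mutant TCR 2C K166C tagged with TAMRA read by polarization; 0% = receptor in buffer alone and 100% = receptor with positive control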
SIAE primary: human SIAE inhibitors, primary screen, biochemical, fluorescence polarization, FP-Rh probe, 1536-well HTS. Sialate O-acetylesterase (Homo sapiens), Q9HAT2. SIAE FP-Rh probe binding. inhibition, % at 9.66 µM. 370,000 tested, 0.69% active;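 active = inhibition above a cutoff: mean of compounds within the control limits plus 3 SD of those, cut at about 17% in these data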;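 also: 0% = plate median of compound wells and 100% = probe without SIAE protein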
Target sequence (Q9HAT2 whole entry, looked up): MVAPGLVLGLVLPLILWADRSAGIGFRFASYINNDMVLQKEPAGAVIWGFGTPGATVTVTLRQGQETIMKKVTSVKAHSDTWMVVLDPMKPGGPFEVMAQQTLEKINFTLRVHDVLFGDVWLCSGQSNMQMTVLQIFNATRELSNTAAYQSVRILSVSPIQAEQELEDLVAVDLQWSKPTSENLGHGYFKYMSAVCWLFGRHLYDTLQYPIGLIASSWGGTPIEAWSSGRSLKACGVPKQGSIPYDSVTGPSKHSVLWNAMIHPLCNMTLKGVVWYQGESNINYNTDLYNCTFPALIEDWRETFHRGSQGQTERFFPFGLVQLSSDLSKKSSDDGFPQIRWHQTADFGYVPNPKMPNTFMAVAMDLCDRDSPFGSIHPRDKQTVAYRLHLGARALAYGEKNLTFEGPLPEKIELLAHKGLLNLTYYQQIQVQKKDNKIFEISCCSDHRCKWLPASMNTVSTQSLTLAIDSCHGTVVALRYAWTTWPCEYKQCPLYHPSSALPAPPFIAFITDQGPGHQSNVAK
PRMT1 FP inh: PRMT1 methyltransferase inhibitors, primary screen, biochemical, fluorescence polarization; Protein arginine N-methyltransferase 1 (Homo sapiens), Q99873; recombinant PRMT1, activity-based probe fluorescence polarization; inhibition, % at 2.79 µM; 370,000 tested, 1.3% active;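 active = inhibition above about 21% made by adding two undisclosed values, limit read from the data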
Target sequence (Q99873 whole entry, looked up): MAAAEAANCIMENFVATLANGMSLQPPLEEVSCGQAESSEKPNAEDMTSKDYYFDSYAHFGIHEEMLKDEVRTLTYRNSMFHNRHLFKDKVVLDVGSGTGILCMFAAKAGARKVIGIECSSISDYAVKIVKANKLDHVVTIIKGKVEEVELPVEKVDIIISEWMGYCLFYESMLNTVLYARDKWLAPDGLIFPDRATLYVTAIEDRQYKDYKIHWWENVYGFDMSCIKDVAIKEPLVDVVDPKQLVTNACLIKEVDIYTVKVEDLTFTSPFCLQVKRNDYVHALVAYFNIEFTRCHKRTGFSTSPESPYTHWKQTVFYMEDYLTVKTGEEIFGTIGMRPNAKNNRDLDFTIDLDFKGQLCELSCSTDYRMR
LEDGF integ inh: blockers of LEDGF/p75-dependent integrase strand transfer – biochemical, TR-FRET, high throughput, primary screen; HIV-1 integrase (with human LEDGF/p75); TR-FRET IN-LEDGF/p75 DNA integration, Eu/Cy5; inhibition, % at 3.7 µM; 370,000 tested, 0.64% active;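 active = inhibition above the screen-wide mean plus 3 SD, cut at about 13% in these data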;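 also: signal is the Cy5 over europium emission ratio at 671 and 618 nm; 0% = plate median of compound wells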
PG9 Ab binder: binders of HIV-1 gp120 antibody PG9, primary screen, biochemical, TR-FRET; HIV-1 gp120 / PG9 antibody interaction; TR-FRET gp120-PG9 antibody binding; inhibition, % at 6.7 µM; 360,000 tested, 0.43% active; in the data active = inhibition above about 8.5%
TDP2 absorb: human TDP2 enzyme inhibitors, primary screen, biochemical, epi absorbance, recombinant enzyme; inhibition, % at 12.8 µM; T5PNP hydrolysis, p-nitrophenol absorbance 415 nm; AID 720702, 2013; 370,000 tested, 0.34% active; Tyrosyl-DNA phosphodiesterase 2 (Homo sapiens), O95551;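 active = inhibition above the mean of all tested compounds plus 3 SD, set per campaign, cut at about 25% in these data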;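 also: 0% = DMSO with enzyme and 100% = buffer with substrate but no TDP2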
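Material: recombinant human TDP2; quantity: TDP2 enzyme at 120 nM final; medium: Tris-HCl pH 7.5 with MgCl2; compound: single concentration, 12.8 µM nominal, with 1% DMSO; incubation: 2 h enzyme incubation at 37 °C; signal: epi absorbance; measure: percent inhibition; benchmarks: high control without enzyme, low control DMSO plus TDP2; repeats: singlicate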
rCAG RNA binder: binders of r(CAG) RNA repeats, primary screen, biochemical, fluorescence. AID 651821, 2012. 370,000 tested, 1.3% active. inhibition, % at 3 µM. r(CAG) RNA repeat, TO-PRO-1 dye displacement fluorescence;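 active = inhibition above the plate cutoff, the mean of all test compounds on that plate plus 3 SD, cut at about 35% in these data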;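 also: 0% = DMSO alone and 100% = 100 µM mitoxantrone as full dye displacement; higher means more dye released from RNA so lower well fluorescence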
ABHD4 inh: ABHD4 inhibitors, primary screen, biochemical, fluorescence polarization, mouse; (Lyso)-N-acylphosphatidylethanolamine lipase (Mus musculus), Q8VD66; purified mABHD4, FP-Rh probe fluorescence polarization; inhibition, % at 8.92 µM; 370,000 tested, 0.54% active; AID 720543, 2013;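 active = inhibition exceeding the mean over every tested compound plus 3 SD, cut at about 30% in these data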;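 also: 0% = plate median of compound wells and 100% = S159A mutant with DMSO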
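system = mouse ABHD4 enzyme, wild type | medium = HEPES pH 7.0, NaCl, Pluronic buffer | also added = FP-Rh probe | incubation = Enzyme–compound pre-incubation 45 min, then probe 60 min, both 25 °C | technique = fluorescence polarization, excitation 525 nm, emission 598 nm, BODIPY TMR filters | controls = S159A mutant high control, sample median low control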
HTRA1 inhibitor: HTRA1 serine protease inhibitors, primary screen, biochemical, fluorescence polarization, HTS; 340,000 tested, 0.5% active; inhibition, % at 5.96 µM; recombinant HTRA1, FP-rhodamine activity-based probe; Q92743; in the data active = inhibition above about 36%;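 also: 0% = enzyme with DMSO and 100% = wells lacking enzyme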
Rev-erbA mod: modulators of Rev-erb alpha DNA binding, primary screen, biochemical, FITC-DNA, fluorescence polarization, uHTS; Nuclear receptor subfamily 1 group D member 1 (Homo sapiens), P20393; activity, % at 10 µM; 370,000 tested, 0.79% active; Rev-erbα–FITC-DNA binding, 90 min;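 active = activity above about 14%, limit read from the data; passing the limit was not always enough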;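 also: 0% = DMSO wells with 35 nM protein and 100% = DMSO wells with 750 nM protein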
An asterisk follows results filed as active; . = no result given. This is a subset; rates above refer to the full screens.

SMILES | TCR CD3 inh | SIAE primary | PRMT1 FP inh | LEDGF integ inh | PG9 Ab binder | TDP2 absorb | rCAG RNA binder | ABHD4 inh | HTRA1 inhibitor | Rev-erbA mod
CC1CC(C)(C)N(C(=O)CSc2ccc(-c3ccc(F)cc3)nn2)c2ccccc21 (stereo unspecified) | -2.1 | -9.9 | 0.2 | -2.6 | -0.8 | 0.1 | -0.4 | -9.3 | -49.7 | .
O=C(Nc1sc2c(c1C(=O)O)CCC2)C(=O)N1CCOCC1 | 11.7 | 7.3 | 11.8 | 6.3 | 0.3 | -1.8 | 15.2 | 14.8 | 7.7 | -15.0
COc1ccc(/C(C)=N/NC(=S)NCc2ccco2)cc1 | -1.2 | 6.3 | 0.5 | 1.6 | -1.0 | 0.8 | 4.2 | -6.3 | -3.9 | 4.5
O=C(Nc1ccc(F)c(Cl)c1)c1cc(C2CCCCN2C(=O)c2cccs2)on1 (stereo unspecified) | -1.1 | -26.7 | 8.4 | -5.2 | -1.6 | 1.1 | 1.8 | -43.9 | . | -2.9
Cc1cc(-c2ccco2)c(C#N)c2nc3ccccc3n12 | 6.2 | -2.1 | -0.6 | 4.2 | 0.8 | -14.0 | 17.6 | 7.2 | 6.9 | -25.3
COc1cc(-c2nc3ccccn3c2/N=C/c2cc(OC)c(O)cc2Cl)ccc1O | 0.6 | 8.9 | -1.6 | 4.8 | -24.4 | 4.2 | 0.1 | 5.0 | 4.8 | 3.2
CC(=O)Oc1cc2oc(=O)cc(C)c2cc1OC(C)=O | 9.2 | -5.7 | 21.2* | -8.9 | -6.3 | -22.8 | 1.6 | 7.8 | 7.0 | -0.7
Cc1cc(C)nc(SCCn2c(N3CCOCC3)nc3c2c(=O)[nH]c(=O)n3C)n1 | -4.0 | -2.8 | -1.8 | 1.1 | -3.3 | 9.8 | -3.3 | -3.6 | 6.5 | 1.9
Cc1ccc(NCCCn2cnc(C(=O)Nc3ccc(C)c(C)c3)n2)cc1C | 2.7 | 1.1 | 2.9 | -5.4 | -0.4 | 5.8 | 0.2 | 11.6 | 4.9 | 3.2
CC1(C)CC(=O)C=C(c2cccc3c2oc2ccccc23)C1 | -0.6 | 1.1 | -1.6 | 3.2 | -2.6 | 4.3 | 2.6 | -3.5 | -58.8 | 5.8
COc1ccc(CNC(=O)CSc2nnnn2Cc2ccccc2)cc1 | 5.0 | -0.5 | 0.8 | 3.1 | 1.2 | 2.4 | -6.1 | 3.2 | -4.9 | 3.0
COc1ccc(S(=O)(=O)N2CCCCC2)cc1NC(=O)c1ccc(CS(C)(=O)=O)cc1 | -6.7 | 4.1 | 3.4 | 0.1 | -0.3 | 2.7 | 5.6 | -3.3 | -9.0 | 4.4
O=C(CCCc1c[nH]c2ccccc12)NCc1cccs1 | -10.6 | 6.0 | -0.1 | -1.5 | 0.9 | 2.2 | -4.7 | -1.7 | 1.9 | 5.3
c1ccc(SCCc2ccncc2)cc1 | -1.4 | 4.2 | -0.9 | 2.6 | 0.6 | 2.2 | -3.0 | 1.7 | 2.9 | .
CC1CCN(S(=O)(=O)N2CCC(C(=O)NCCC3=CCCCC3)CC2)CC1 | 4.4 | 3.6 | -5.0 | -1.0 | 1.7 | 1.7 | -5.6 | -3.5 | -0.2 | 0.5
Cc1ccc(NC(=O)Nc2cccs2)c(Cl)c1 | -7.7 | -4.3 | 20.6 | -2.9 | 0.2 | -21.0 | 5.5 | -3.5 | -3.4 | -7.8
COc1ccc(-c2csc(NC(=O)C3CCCCN3S(=O)(=O)c3ccccc3)n2)cc1 (stereo unspecified) | 0.3 | -47.5 | 1.1 | 2.1 | -0.3 | 13.1 | 5.8 | -29.9 | -43.9 | 0.8
CC(=O)c1ccc(OCCN2CCOCC2)cc1 | -3.9 | -2.8 | 3.6 | 2.7 | -0.9 | -6.1 | 9.2 | 7.0 | 8.4 | 2.6
OC(c1ccc(F)c(F)c1)c1ncc(-c2ccc(Cl)cc2)[nH]1 (stereo unspecified) | -0.4 | 5.0 | -2.2 | 1.7 | -1.6 | 1.3 | 1.3 | -9.5 | . | 6.2
C=CCNCCOCCOc1ccc(C)cc1Br | -4.0 | -2.8 | 2.6 | -1.4 | 1.1 | 7.9 | -1.8 | 3.3 | -2.1 | -3.0
Brc1csc(C=Nc2ccc3c(c2)OCCOCCOCCOCCO3)c1 | -12.0 | -3.1 | 4.7 | 0.3 | -1.1 | 3.8 | -2.4 | 1.4 | 2.1 | 0.0
O=C1CC(NN2CCCCC2)C(=O)N1c1ccccc1 (stereo unspecified) | -1.0 | 6.9 | 8.1 | 2.3 | 0.0 | 2.8 | 10.3 | -0.8 | 2.3 | -6.1
CC(C)c1cc(Br)ccc1OCCCN1C(=O)NC(C)(C)C1=O | 6.6 | 3.1 | -0.2 | 2.7 | 0.8 | -9.7 | -6.8 | -11.5 | -10.9 | 6.5
O=c1cc(-c2ccccc2)cc(-c2ccccc2)n1CCO | -0.9 | -2.1 | 3.0 | 1.9 | 0.1 | 0.7 | -1.3 | -12.6 | -4.1 | -5.4
O=C(CSc1nnc(NC(=O)c2cccc(F)c2)s1)NC1CCCC1 | 2.0 | -0.9 | 3.1 | -3.4 | -0.3 | -8.5 | 2.7 | -5.5 | 12.4 | -1.6
Next records:
SMILES | TCR CD3 inh | SIAE primary | PRMT1 FP inh | LEDGF integ inh | PG9 Ab binder | TDP2 absorb | rCAG RNA binder | ABHD4 inh | HTRA1 inhibitor | Rev-erbA mod
Cc1ccccc1-c1nnc(SCC(=O)Nc2c(C)n(C)n(-c3ccccc3)c2=O)o1 | -1.2 | 3.3 | -0.7 | -0.2 | 0.0 | 11.0 | -6.4 | 2.7 | 0.7 | -3.0
COc1ccccc1C(CNC(=O)CCNS(=O)(=O)c1ccc(Br)cc1)N1CCCC1 (stereo unspecified) | 2.6 | -1.6 | -2.9 | -0.7 | -0.8 | 5.5 | -5.1 | -2.8 | 5.2 | 0.4
COc1ccc(C(=O)NCCS(=O)(=O)NCCc2ccccc2)cc1 | -0.4 | -0.4 | 1.5 | -3.5 | 1.5 | 17.1 | -4.9 | 7.3 | -5.7 | 2.5
Cc1ccc(NC(=S)N2CCN(Cc3ccccc3)CC2)cc1 | 1.7 | 1.5 | -2.3 | 3.4 | -3.0 | 6.5 | -2.9 | 5.3 | -0.3 | -6.9
C=CCNc1nc(Cl)ncc1F | 0.6 | -5.7 | -0.9 | -0.2 | 0.0 | 15.0 | -1.6 | 4.0 | 3.3 | -4.1
CSC1=C(C#N)C(c2ccccc2Cl)C(C(C)=O)=C(C)N1 (stereo unspecified) | -2.0 | -1.5 | 2.6 | 0.5 | -3.7 | -0.1 | -1.7 | -3.5 | -10.7 | 3.5
O=C(NCCc1ccccc1F)C1CCCN1S(=O)(=O)c1ccc2ccccc2c1 (stereo unspecified) | 8.8 | 2.8 | -1.4 | -1.1 | -2.8 | 8.4 | -4.1 | -4.2 | -16.2 | 3.8
O=C(Nc1nnc(C2CC2)s1)c1cccs1 | -5.2 | -8.7 | 2.6 | -4.7 | -1.8 | 7.0 | -2.5 | 3.1 | 4.2 | 1.5
Nn1c(SCC(=O)Nc2ccc3c(c2)OCCO3)nnc1-c1ccccn1 | 3.8 | 0.3 | -1.1 | -0.2 | -0.3 | -5.0 | -6.8 | 0.0 | 4.9 | 3.6
C=CCc1cc(/C=C2/NC(=O)N(CC)C2=O)cc(OCC)c1OCc1ccc(C(=O)O)cc1 | -1.9 | -6.3 | 0.8 | -1.1 | -0.8 | 0.3 | 42.8* | 11.5 | -3.0 | -2.1
COc1ccc(C(=O)OCCCN(C)C2CN(Cc3cn(Cc4ccccc4C(F)(F)F)nn3)S(=O)(=O)C2)cc1OC (stereo unspecified) | . | -2.2 | -4.7 | 4.5 | . | 3.4 | 0.5 | 0.5 | . | 0.1
CCc1nc2ccc(C(=O)NCc3ccccc3)cc2nc1CC | 1.2 | 3.3 | 2.9 | -4.7 | 0.9 | -0.5 | -4.4 | -2.4 | 4.9 | -0.7
N/C(=N\C(=O)OCc1ccccc1)N(Cc1ccccc1)C(C#CC1=CCCCC1)Cc1ccccc1 (stereo unspecified) | . | 3.3 | 3.8 | -1.6 | . | -10.4 | 11.5 | 1.3 | . | 9.8
COC1=C[C@H](C(=O)NCCNC(C)=O)[C@H](C)[C@@H](c2ccccc2)CC1=O | . | -1.6 | 0.3 | -0.5 | . | 6.5 | 7.1 | 0.0 | . | 1.8
Cc1ccc(S(=O)(=O)NN=C2CC(C)(C)CC(=O)C2(C)C)cc1 | -4.0 | -2.7 | -1.3 | -2.2 | -0.6 | -1.9 | 2.1 | 0.3 | 0.4 | -1.3
COC(=O)c1ccccc1NC(=O)CSc1nccn1C | -3.5 | -2.3 | 3.8 | -0.2 | -1.2 | -9.4 | 0.9 | 4.1 | -2.3 | -2.5
CN=C(Nc1ccc(C(=O)OC)cc1)SC1CC(=O)N(c2ccccc2F)C1=O (stereo unspecified) | -1.4 | -3.6 | 0.9 | 0.0 | 0.0 | -4.8 | -4.1 | -15.5 | -6.2 | 0.2
CCOc1ccc(CCN2C(=O)C(=O)N([C@@H](Cc3ccc(O)cc3)CN3CCC[C@H]3CN3C(=O)C(=O)NC[C@@H]3Cc3ccc(O)cc3)C[C@@H]2Cc2ccccc2)cc1 | -5.1 | 1.3 | 2.0 | -0.3 | -0.7 | -1.7 | 9.2 | 13.0 | . | 6.5
Cc1ccc(S(=O)(=O)N2CCN(C(=O)C3CCCO3)CC2)cc1 (stereo unspecified) | 1.8 | -7.6 | -3.1 | 4.4 | 2.5 | -13.1 | 3.3 | -8.3 | 0.8 | 0.4
Cc1csc(N2CCCC2c2nc3cc(Cl)c(N4CCCCC4)cc3n2CCOCCO)n1 (stereo unspecified) | 2.5 | 13.2 | -0.8 | -1.6 | -2.3 | 9.2 | -1.8 | 6.9 | 0.2 | 11.6
O=C(COC(=O)c1ccc([N+](=O)[O-])s1)NC(c1ccccc1)c1ccccc1 | -3.8 | -5.2 | 0.9 | 3.0 | -2.7 | -5.8 | 3.6 | 2.4 | 24.5 | -3.7

Records listed above marked active in PRMT1 FP inh.
structure	TCR CD3 inh	SIAE primary	PRMT1 FP inh	LEDGF integ inh	PG9 Ab binder	TDP2 absorb	ABHD4 inh	HTRA1 inhibitor	Rev-erbA mod
CC(=O)Oc1cc2oc(=O)cc(C)c2cc1OC(C)=O	9.2	-5.7	21.2*	-8.9	-6.3	-22.8	7.8	7.0	-0.7
